Compound activity: PubChem, National Center for Advancing Translational Sciences (NCATS)
WRN inhibitor: WRN helicase (human) inhibition | 0.46% of 360,000 active | WRN helicase unwinding, fluorescent forked duplex, kinetic | Potency, µM (series often up to 114 µM), without a hit: at the top dose activity change, negative = inhibition, usual class: inhibitors; also: potency is read from the fitted curve at half-maximal effect; % is scaled to controls: 0 for no effect and ±100 for the full control effect; nearly all actives have a fitted effect of over 55% in size
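Screening of the MLSMR collection measured strand separation of a quenched forked DNA duplex (100 nM) by 20 nM WRN with 2 mM ATP, all final. Compounds were preincubated with enzyme 15 min at room temperature.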
EPAC1 agonist: agonists of human EPAC1; O95398; EPAC1 agonist qHTS, biochemical assay; response scale: 100% = response to 6.5 mM cAMP; Potency, µM (series often up to 154 µM), without a hit: at the highest dose activation, hits mostly activators; 0.073% of 360,000 active; also: potency is read from the fitted curve at half-maximal effect; nearly all actives have a fitted effect of over 60% in size
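Fluorescent GDP-exchange assay: 100 nM EPAC1 with 250 nM Rap1B preloaded with BODIPY-GDP and 50 uM GDP; compounds tested as concentration series, 5 min at room temperature, then read every 5 min for 30 min (ex 480/em 540 nm); normalized to 6.5 mM cAMP.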
EPAC2 antag: blocks human EPAC2 exchange factor. Q8WZA2. EPAC2 GEF exchange of Rap1B-BODIPY-GDP, fluorescence. Potency, µM (doses to about 114 µM), for inactives: top-dose activity, negative = inhibition, most hits filed as inhibitors. 0.18% of 360,000 active; also: potency is read from the fitted curve at half-maximal effect; % is scaled to controls: 0 for no effect and ±100 for the full control effect; nearly all actives have a fitted effect of over 45% in size; many of its hits are not listed in these tables
PLK1 PBD block: inhibitors of human PLK1 polo-box domain binding. Potency, µM, for inactives: max response, negative = inhibition, actives largely listed as inhibitors. 2.8% of 360,000 active. AID 720504. P53350. Plk1 PBD binding of FITC phosphopeptide, fluorescence polarization; also: potency is read from the fitted curve at half-maximal effect; series mostly up to about 57 µM; % is scaled to controls: 0 for no effect and ±100 for the full control effect; nearly all actives have a fitted effect of over 65% in size
Target sequence (P53350 whole entry, looked up, the tested form may be a part): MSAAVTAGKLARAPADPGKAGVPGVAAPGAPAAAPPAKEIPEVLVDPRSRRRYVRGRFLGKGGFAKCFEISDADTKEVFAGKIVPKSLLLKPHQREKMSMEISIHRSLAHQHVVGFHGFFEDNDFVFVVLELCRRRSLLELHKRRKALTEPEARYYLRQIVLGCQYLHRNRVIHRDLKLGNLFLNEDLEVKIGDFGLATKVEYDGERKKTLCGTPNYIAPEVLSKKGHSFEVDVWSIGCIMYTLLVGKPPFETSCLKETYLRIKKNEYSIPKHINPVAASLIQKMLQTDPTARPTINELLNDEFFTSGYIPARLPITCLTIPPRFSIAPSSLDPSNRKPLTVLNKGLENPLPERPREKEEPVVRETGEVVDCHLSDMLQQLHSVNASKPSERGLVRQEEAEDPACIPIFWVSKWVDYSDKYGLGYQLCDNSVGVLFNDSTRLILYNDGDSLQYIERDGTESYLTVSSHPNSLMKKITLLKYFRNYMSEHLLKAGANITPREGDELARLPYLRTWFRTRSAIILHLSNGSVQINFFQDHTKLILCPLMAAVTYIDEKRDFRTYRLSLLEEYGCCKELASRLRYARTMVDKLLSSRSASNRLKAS
Mm-Cpn inhibitor: blocks the Methanococcus maripaludis chaperonin Mm-Cpn; purified Mm-Cpn ATPase, ADP Transcreener TR-FRET; Potency, µM (doses to about 76.9 µM), for inactives: top-dose activity, negative = inhibition, most hits filed as inhibitors; 0.031% of 330,000 active; also: potency is read from the fitted curve at half-maximal effect; % is scaled to controls: 0 for no effect and ±100 for the full control effect; nearly all actives have a fitted effect of over 80% in size
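ATPase read-out: TR-FRET ADP immunoassay (anti-ADP Eu cryptate vs ADP-d2), ex 320 nm, em 590/665 nm; signal drops as ADP forms. Enzyme 25 nM, ATP 10 uM, 30 min at 37°C after 10 min compound preincubation.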
CCT chaperon mod: changes cytosolic chaperonin activity; purified chaperonin ATPase assay, HTRF ADP detection, 30 min; activity change, % (concentration not given with the values), hits read low; 0.3% of 360,000 active; in the data active = activity change below about -30%; also: % is scaled to controls: 0 for no effect and ±100 for the full control effect
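Enzyme 40 or 20 nM (batch-dependent) in Tris pH 7.4/KCl/MgCl2/DTT; cpd 76 uM single point; ATP 10 uM; 30 min 37 °C; Transcreener ADP HTRF detection, 30 min RT; ratio 665/615.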
EPAC1 antag: EPAC1 (human) antagonism. EPAC1 GEF assay, Rap1b-BODIPY-GDP exchange fluorescence. Potency, µM (doses to about 115 µM), without a hit: at the top dose activity change, negative = inhibition, most hits filed as inhibitors. 0.14% of 360,000 active;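 also: potency is read from the fitted curve at half-maximal effect; plate controls were vehicle for no effect and positive control for full effect; nearly all actives have a fitted effect of over 50% in size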
PI5P4Ka inh: blocks human PI5P4K alpha kinase activity; PI5P4Kalpha enzyme, ADP-Glo luminescence, 60 min; hits give low values; max response, %; 1.2% of 330,000 active; active = max response of -50% or lower; inconclusive = between -30% and -50%; inactive = -30% or higher; also: value at the top dose of about 77 µM; % is scaled to controls: 0 for no effect and ±100 for the full control effect
Target sequence (P48426 whole entry, looked up): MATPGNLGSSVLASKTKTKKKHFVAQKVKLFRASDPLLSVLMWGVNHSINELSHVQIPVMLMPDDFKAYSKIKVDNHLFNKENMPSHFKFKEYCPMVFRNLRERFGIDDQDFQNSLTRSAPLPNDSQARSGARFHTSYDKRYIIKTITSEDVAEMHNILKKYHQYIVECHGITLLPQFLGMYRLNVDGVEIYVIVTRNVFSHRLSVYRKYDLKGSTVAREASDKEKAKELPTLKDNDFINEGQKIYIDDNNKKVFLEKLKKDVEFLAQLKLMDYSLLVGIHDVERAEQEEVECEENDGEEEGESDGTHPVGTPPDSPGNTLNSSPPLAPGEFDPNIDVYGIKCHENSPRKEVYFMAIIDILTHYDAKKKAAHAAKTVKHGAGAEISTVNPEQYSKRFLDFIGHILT
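Reactions run in 0.038 M HEPES pH 7.4, 0.28 mM EGTA, 0.1% CHAPS and 5% DMSO, with PI5P4Kalpha, substrate, compound and 5 microM ATP final, one hour at room temperature. Readout is ADP-Glo luminescence.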
* marks the source's active call; other numbers are inactive results; i = inactive; ? = inconclusive; · = not tested or not shown; & = joins results of further samples; [ ] = remark or other dose. Unless noted, calls follow the shape of the dose curve; as a rule, active = well fitted curve in the direction sought with a large enough effect; inconclusive = small, poorly fitted or top-dose-only effect, or another doubt; inactive = no such curve, though single readings can be large; an effect the other way counts as inactive or inconclusive. Not all compounds are listed. The share of hits here may be higher or lower than overall.

SMILES	WRN inhibitor	EPAC1 agonist	EPAC2 antag	PLK1 PBD block	Mm-Cpn inhibitor	CCT chaperon mod	EPAC1 antag	PI5P4Ka inh
CN(C)Cc1ccccc1Sc1ccc(Br)cc1	0%	1%	-3%	-5%	0%	-2.5	-4%	5
CC1CCN(S(=O)(=O)c2ccc3c(c2)C(=NO)c2cc(S(=O)(=O)N4CCC(C)CC4)ccc2-3)CC1	-5%	-2%	-4%	-2%	-5%	-4.0	0%	-6
C#CCOCCOCCOCCNc1nc(N2CCN(C(=O)Cn3cc(CCCCN)nn3)CC2)nc(N2CCN(C(=O)Cn3cc(CCCN=C(N)N)nn3)CC2)n1	1%	7%	2%	-1%	-2%	-5.1	-5%	0
CCc1ccc2nc(NC(=O)c3ccc4c(=O)[nH]c(CN5CCOCC5)nc4c3)sc2c1	?	12%	-1%	-9%	0%	-0.1	-1%	·
CCc1ccc(OCC(=O)N2CC(C(N)=O)Oc3ccccc32)cc1 (centres undefined)	-7%	-12%	-6%	3%	0%	-1.0	-1%	6
O=C(Nc1ccc(C(F)(F)F)cc1)c1cccc(-n2cnnn2)c1	-2%	2%	11%	-3%	2%	-2.6	-19%	16
CC(C)(C)c1ccc(C(=O)N2CCC2(C)C(=O)Nc2ccc3nc[nH]c3c2)cc1 (centres undefined)	-5%	-3%	-7%	-6%	·	0.2	-9%	7
CCCC(=O)N1CCC1(C)C(=O)Nc1ccc(C)c(C)c1 (centres undefined)	-1%	-11%	0%	-8%	·	0.8	6%	-6
CC(=O)c1ccc(OCC(=O)Nc2nnc(C3CC3)s2)cc1	-9%	6%	-7%	7%	·	1.8	12%	-2
CCc1ccccc1NC(=O)Cn1nc(C)n2cccc2c1=O	-4%	7%	7%	-6%	2%	0.9	-5%	-1
COC(=O)C/C(C)=N/Nc1ccc(S(=O)(=O)N2CCCC2)cc1[N+](=O)[O-]	3%	-2%	-10%	1%	-8%	1.6	-8%	-5
COc1cccc2cc(/C(=N/O)c3ccccc3)oc12	-5%	6%	50µM*	-6%	1%	-2.6	-19%	1
CN(Cc1ccccc1)C(=O)Cn1c(=O)oc2cc(S(=O)(=O)NCc3ccccc3)ccc21	2%	-16%	0%	3%	3%	-0.5	2%	-1
CCOC(=O)C1(CC2CC2)CCN(Cc2ccc3cccc(F)c3n2)CC1	9%	4%	-4%	3%	1%	-0.1	-13%	5
COc1ccc(C(=O)N2CCOC2CNC(=O)C(=O)NCCc2ccccc2OC)cc1 (centres undefined)	-14%	-6%	-10%	-6%	0%	0.0	4%	-16
CC1CCc2c(sc(Nc3nc4c(F)cccc4s3)c2C(N)=O)C1 (centres undefined)	-8%	-2%	-8%	-6%	-14%	-1.6	-11%	?
O=C(c1ccccc1OCc1ccc(Cl)cc1)N1CCN(c2ccccn2)CC1	5%	11%	-20%	-19%	1%	-2.3	?	-3
COC(=O)c1ccc(CNC(=O)COC(=O)c2cccs2)cc1	7%	2%	4%	-10%	-4%	-2.3	8%	5
Clc1ccc(Cc2noc(CN3CCN(c4ccccc4)CC3)n2)c(Cl)c1	-17%	25%	-2%	-2%	-1%	2.5	-5%	·
O=C(CCc1nnc2n(Cc3ccccc3)c(=O)c3ccccc3n12)NCCN1CCOCC1	1%	4%	-5%	?	0%	-2.7	?	5
Cc1cc(C(=O)NC(C)C)on1	-2%	1%	1%	-5%	0%	-1.1	-2%	·
CC(NC(=O)C(Cc1ccccc1)N1C(=O)C2C3CCC(C3)C2C1=O)c1ccccc1 (centres undefined)	-4%	4%	-7%[57.1 µM]	4%	-3%	-0.5	-1%	-2
O=C1NNC(c2ccccc2)=N/C1=C\c1ccc(Cl)cc1	3%	-8%	-25%	-18%	1%	-3.2	-13%	2
COc1cc(/C=C2\SC(=O)N(CC(=O)Nc3cccc(C)c3)C2=O)cc([N+](=O)[O-])c1O	?	7%	50µM*	9.5µM*	-1%	-0.7	?	-92*
CCCCCOc1ccc(CSCCNC(=S)Nc2ccccc2)cc1	-29%[57.1 µM]	9%	-1%	11%	-1%	-2.2	35%[activator]	2
CCc1ccc(NC(=O)C(C)OC(=O)c2ccc(N3CCCC3)c([N+](=O)[O-])c2)cc1 (centres undefined)	-2%	7%	-15%[57.1 µM]	-10%	3%	1.3	10%	3
Cc1cccc(NCC(=O)N/N=C\c2c[nH]c3ccccc23)c1	-18%[57.1 µM]	5%	-10%	-3%	-1%	-0.3	-25%	6
O=C(Nc1cccc(-c2nc3ccccc3[nH]2)c1)c1cccc(NC(=O)c2ccco2)c1	-30%	-8%	-23%	-1%&-5%	-18%	1.8	-5%	·
c1nc(COc2nsnc2N2CCOCC2)cs1	14%[57.1 µM]	1%	-9%	-15%	0%	1.4	-17%	5
O=C(NCc1ccc(F)cc1)c1ccc(Cl)c(NC2=NC3CS(=O)(=O)CC3S2)c1 (centres undefined)	7%	2%	5%	-3%	0%	0.3	18%	0
COc1cc(SC)ccc1C(=O)OCc1nc2ccsc2c(=O)[nH]1	7%	6%	-2%	-6%	-2%	-2.6	4%	1
COCCn1c(SCCN2CCCCC2)nc2ccccc2c1=O	-6%	1%	-9%	-7%	-1%	-3.3	-3%	0
COC(CNC(=O)C1CCCN(S(=O)(=O)c2c(C)noc2/C=C/c2cccs2)C1)OC (centres undefined)	5%	-1%	-8%	-7%	-4%	0.5	14%	-1
O=C1c2ccccc2C(=O)N1CSc1nnnn1-c1ccccc1	-1%	-8%	4%	-6%	-6%	-1.9	-5%	·
CS(=O)(=O)N(CC(=O)Nc1ccccc1C(=O)N1CCCC1)c1ccccc1Br	-15%	19%	14%	-9%	1%	0.5	-2%	-5
O=C(CN1C(=O)c2cccc3cccc1c23)NCc1ccncc1	11%	0%	7%	-4%	-5%	0.8	10%	·
C=CCC(NCc1ccccc1)c1ccccc1 (centres undefined)	-5%	0%	-6%	-3%	0%	1.5	-27%	11
CC(=O)COc1ncn(-c2ccccc2)n1	-1%	-5%	30%	1%	-1%	-0.3	-1%	10
O=C(NCCCn1ccnc1)C(=O)NC1CCCCC1	-6%	-3%	18%	-17%	-5%	5.0	7%	9
CN(CC(=O)NCc1cccs1)CC(=O)Nc1ccc(F)c(F)c1F	-29%	-5%	-2%	-6%	i	-1.6	8%	4
Cc1cc(C(C)(C)C)cc(C)c1CCNC(=O)c1ccc[n+]([O-])c1	-27%	-27%	-5%	-3%	-1%	-2.7	-29%	13
CC(=O)Nc1sc2c(c1-c1nc3ccccc3s1)CN(C(C)C)CC2	·	-5%	0%	·	-1%	·	0%	·
Cc1cc(NC(=O)CCOc2ccc(F)cc2)no1	-5%	-17%	6%	-22%	-3%	-0.8	6%	-8
C=CCn1ncc(OC)c(Cl)c1=O	1%	3%	0%	-9%	1%	-0.8	-4%	·
COc1ccc(/C=C/C(=O)OCCNC(=O)c2ccncc2)cc1OC	-7%	3%	-22%	-3%	1%	-1.1	-20%	-2
COC(=O)CN1C(=O)[C@H]2[C@@H](/C=C/c3ccccc3)N3C(=O)CN(CCO)C(=O)[C@@]3(Cc3ccccc3)[C@H]2C1=O	7%	0%	6%	-14%	0%	-1.9	-3%	-3
COc1cccc(CN2CCNC(=O)C2CC(=O)NCCN2CCCCC2=O)c1 (centres undefined)	10%	2%	2%	-17%	0%	-3.1	3%	7
COc1ccccc1CNc1nc(C)c(C(=O)N(C)C)s1	-14%	4%	9%	24µM*	1%	-1.4	1%	-22
CC1CCN(C2CC(=O)N(c3ccccc3)C2=O)CC1 (centres undefined)	-5%	2%	5%	-2%	2%	1.8	3%	-5
O=C(Nc1cccc(C(F)(F)F)c1)c1cncs1	-11%[57.1 µM]	-4%	3%	4%	-2%	-0.1	-13%	-1

Later entries.
SMILES	WRN inhibitor	EPAC1 agonist	EPAC2 antag	PLK1 PBD block	Mm-Cpn inhibitor	CCT chaperon mod	EPAC1 antag	PI5P4Ka inh
COc1cccc(NC(=S)NNC(=O)c2ccccc2OC(F)F)c1	-8%	6%	-2%	-22%	-3%	-1.8	-14%	·
Cc1ccc(-c2nc(C(F)(F)F)cc(=O)[nH]2)cc1	1%	-1%	6%	-3%	-4%	-1.9	6%	0
CCOc1ccc(C2C=C(c3ccccc3)Nc3nnnn32)cc1 (centres undefined)	7%	-4%	9%	1%	-2%	-2.8	8%	0
O=C(O)CN1c2cccc3cccc(c23)S1(=O)=O	-4%[11.6 µM]	13%	-3%	-18%	-2%	-2.2	-11%	?
Clc1ccc(Cn2cccn2)cn1	-4%	-9%	16%	-7%	0%	3.0	4%	5

Among those listed so far, these have two or more sulfur atoms.
SMILES	WRN inhibitor	EPAC1 agonist	EPAC2 antag	PLK1 PBD block	Mm-Cpn inhibitor	CCT chaperon mod	EPAC1 antag	PI5P4Ka inh
CC1CCN(S(=O)(=O)c2ccc3c(c2)C(=NO)c2cc(S(=O)(=O)N4CCC(C)CC4)ccc2-3)CC1	-5%	-2%	-4%	-2%	-5%	-4.0	0%	-6
CC1CCc2c(sc(Nc3nc4c(F)cccc4s3)c2C(N)=O)C1 (centres undefined)	-8%	-2%	-8%	-6%	-14%	-1.6	-11%	?
CCCCCOc1ccc(CSCCNC(=S)Nc2ccccc2)cc1	-29%[57.1 µM]	9%	-1%	11%	-1%	-2.2	35%[activator]	2
c1nc(COc2nsnc2N2CCOCC2)cs1	14%[57.1 µM]	1%	-9%	-15%	0%	1.4	-17%	5
O=C(NCc1ccc(F)cc1)c1ccc(Cl)c(NC2=NC3CS(=O)(=O)CC3S2)c1 (centres undefined)	7%	2%	5%	-3%	0%	0.3	18%	0
COc1cc(SC)ccc1C(=O)OCc1nc2ccsc2c(=O)[nH]1	7%	6%	-2%	-6%	-2%	-2.6	4%	1
COC(CNC(=O)C1CCCN(S(=O)(=O)c2c(C)noc2/C=C/c2cccs2)C1)OC (centres undefined)	5%	-1%	-8%	-7%	-4%	0.5	14%	-1
CC(=O)Nc1sc2c(c1-c1nc3ccccc3s1)CN(C(C)C)CC2	·	-5%	0%	·	-1%	·	0%	·
